Source: PubChem BioAssay
JMJD2A Tudor inh: JMJD2A Tudor domain (human) inhibition. O75164. AlphaScreen JMJD2A-Tudor / H3K4me3 peptide binding. Potency, µM (top dose mostly 114 µM), without a hit: top-dose activity change, negative = inhibition, actives largely listed as inhibitors. 390,000 compounds, 4.4% hits; note: potency is the fitted concentration of half-maximal effect; % is set by controls: 0 for no effect and ±100 for the full control effect; nearly all actives have a fitted effect of over 50% in size
G9a block: G9a (human) methyltransferase inhibition | Q96KQ7 | G9a H3K9 monomethylation, AlphaScreen, 2 h | Potency, µM (doses to about 102 µM), for the others: at the highest dose activity, negative = inhibition, usual class: inhibitors | 350,000 compounds, 8.8% hits; note: potency is the fitted concentration of half-maximal effect; % is set by controls: 0 for no effect and ±100 for the full control effect; nearly all actives have a fitted effect of over 75% in size
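AlphaScreen read-out: biotin-H3K9 peptide (500 nM) methylation by 20 nM enzyme with 20 uM SAM, 2 h at room temperature after 15 min compound preincubation; anti-monomethyl H3K9 antibody plus donor/acceptor beads, 10 min dark.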
BAZ2B inh: inhibitors of human BAZ2B bromodomain; Q9UIF8; AlphaScreen BAZ2B-H3K14Ac peptide displacement; Potency, µM (titrated, usually from 114 µM), inactives show at the highest dose activity change, negative = inhibition, usual class: inhibitors; 360,000 compounds, 4.4% hits; note: potency is the fitted concentration of half-maximal effect; % is set by controls: 0 for no effect and ±100 for the full control effect; nearly all actives have a fitted effect of over 60% in size
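Multi-concentration screen (max 110 uM) measuring displacement of acetylated histone H3 peptide from BAZ2B by AlphaScreen, using 50 nM protein, 50 nM peptide and 10 ug/mL streptavidin donor plus Ni-chelate acceptor beads.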
PI4K2A inh: inhibitors of human PI4K2A | Q9BTU6 | purified PI4K2A, ADP-Glo luminescence, 1 h; stronger effect = lower value | activity change, negative = inhibition, % at 76.9 µM | 420,000 compounds, 0.13% hits | AID 1346378; in the data active = activity change below about -50%; inconclusive = mostly about -30% to -49%;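 note: -100% = wells without enzyme as full effect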
Target sequence (Q9BTU6 whole entry, looked up): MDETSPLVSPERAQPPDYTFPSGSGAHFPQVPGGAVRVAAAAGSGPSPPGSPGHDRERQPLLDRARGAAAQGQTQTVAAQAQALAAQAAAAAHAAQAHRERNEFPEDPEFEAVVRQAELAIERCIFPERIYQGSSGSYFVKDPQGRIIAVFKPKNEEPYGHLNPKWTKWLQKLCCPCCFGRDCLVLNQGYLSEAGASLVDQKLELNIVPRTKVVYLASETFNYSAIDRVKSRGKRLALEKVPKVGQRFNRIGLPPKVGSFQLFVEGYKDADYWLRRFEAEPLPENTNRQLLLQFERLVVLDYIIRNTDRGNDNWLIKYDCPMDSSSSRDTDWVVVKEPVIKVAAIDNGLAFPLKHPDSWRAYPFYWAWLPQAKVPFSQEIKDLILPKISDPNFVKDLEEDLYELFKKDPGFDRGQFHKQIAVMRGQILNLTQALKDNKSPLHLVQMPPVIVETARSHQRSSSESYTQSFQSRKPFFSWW
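In this quantitative HTS, ADP production by PI4K2A was quantified luminescently after 1 h at ambient temperature; 100 microM adenosine served as plate-quality control.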
HP1b chromo inh: blocks HP1-beta chromodomain binding to methylated histone tails; AlphaScreen HP1-beta / biotin-H3K9me3 peptide binding; AID 540317; 390,000 compounds, 0.56% hits; P83916; Potency, µM (titrated, usually from 114 µM), without a hit: top-dose activity change, negative = inhibition, actives largely listed as inhibitors; note: potency is the fitted concentration of half-maximal effect; nearly all actives have a fitted effect of over 70% in size; inactives centre near 23
Target sequence (P83916 whole entry, looked up): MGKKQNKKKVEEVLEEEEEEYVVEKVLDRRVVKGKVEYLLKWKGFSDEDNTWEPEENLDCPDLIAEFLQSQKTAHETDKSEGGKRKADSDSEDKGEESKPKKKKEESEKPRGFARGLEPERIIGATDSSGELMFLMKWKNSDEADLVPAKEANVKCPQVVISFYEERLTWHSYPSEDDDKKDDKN
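Compound inhibition of the preformed complex between 50 nM HP1-beta and 50 nM biotinylated H3K9me3 peptide was read by AlphaScreen. Buffer was PBS pH 7.4 with 0.01% Tween-20. Incubations ran 30 min at room temperature, with 10 ug/mL donor/acceptor beads.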
GLS inh: inhibitors of human glutaminase (GLS); 410,000 compounds, 0.21% hits; O94925; Potency, µM (titrated, usually from 45.5 µM), without a hit: at the highest dose activity change, negative = inhibition, hits mostly inhibitors; GLS enzymatic activity, qHTS titration; note: potency is the fitted concentration of half-maximal effect; % is set by controls: 0 for no effect and ±100 for the full control effect
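Assay buffer: 45 mM KH2PO4 pH 8.2, 0.02% Tween-20. hKGA acts on L-glutamine (1 mM solution added); product glutamate is reported by an oxidase/peroxidase Amplex Red coupling, with fluorescence taken at baseline and 30 min.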
PGK inhibitor: inhibitors of T. brucei phosphoglycerate kinase | P07378 | PGK/GAPDH coupled, Kinase-Glo luminescence, 60 min | 380,000 compounds, 0.043% hits | Potency, µM (highest dose often 57.5 µM), inactives show top-dose activity change, negative = inhibition, most hits filed as inhibitors; note: potency is the fitted concentration of half-maximal effect; % is set by controls: 0 for no effect and ±100 for the full control effect; nearly all actives have a fitted effect of over 60% in size
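Luminescent ATP detection (Kinase-Glo Plus) follows a 60-minute room-temperature incubation, with wells lacking PGK as controls. Buffer: 100 mM TEA (pH 7.6), 5 mM MgCl2, 0.01% Tween-20. Coupling enzyme GAPDH (100 nM final) supplies unstable 1,3-BPG in-well.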
ERG-DNA inh: inhibitors of human ERG Ets domain-DNA interaction. fluorescence polarization, His-ERG Ets domain / labelled DNA. AID 624246. 370,000 compounds, 0.028% hits. Potency, µM (top dose mostly 76.9 µM), inactives show top-dose FP activity, negative = inhibition, most hits filed as inhibitors. P11308; active = well fitted inhibition curve with a large enough effect in the polarisation, with a control signal flat; inconclusive = small, poorly fitted or top-dose-only effect, or effect the other way, or a change in a side signal; inactive = no such curve, though single readings can be large or run the other way; the % refers to the polarisation;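 note: polarization taken with two DNA probes labelled with fluorescein and Texas red; potency is the fitted concentration of half-maximal effect; % of control where 0% means no effect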
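His-tagged ERG Ets domain (1 uM in the protein solution; 300mM KCl, 50mM Tris-HCl, 1mM EDTA, 1mM DTT, pH 7.5) received compound, then a probe mix of 5 nM fluorescein-DNA and 100nM Texas-615-DNA. Fluorescence polarization was read for both dyes.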
Pin1 inhibitor: human Pin1 inhibition; 390,000 compounds, 0.009% hits; AID 504891; Pin1 FP peptide displacement, HiFluor488, 10 min; Q13526; Potency, µM (series often up to 115 µM), without a hit: at the top dose activity, negative = inhibition, usual class: inhibitors; active = well fitted inhibition curve with a large enough effect in the polarisation, with a control signal flat, not every such curve was filed as active; inconclusive = small, poorly fitted or top-dose-only effect, or effect the other way, or a change in a side signal; inactive = no such curve, though single readings can be large or run the other way; the % refers to the polarisation; note: potency is the fitted concentration of half-maximal effect; % is set by controls: 0 for no effect and ±100 for the full control effect
Target sequence (Q13526 whole entry, looked up): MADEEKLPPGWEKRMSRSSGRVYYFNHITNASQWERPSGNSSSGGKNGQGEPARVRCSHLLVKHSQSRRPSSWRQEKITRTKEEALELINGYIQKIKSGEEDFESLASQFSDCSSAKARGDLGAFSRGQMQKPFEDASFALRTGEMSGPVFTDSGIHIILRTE
An asterisk follows results filed as active; i = inactive; ? = inconclusive; · = no result given; & = joins results of further samples; [ ] = another dose, or the depositor's remark. Unless noted, calls come from the whole dose curve; as a rule, active = well fitted curve in the direction sought with a large enough effect; inconclusive = small, poorly fitted or top-dose-only effect, or another doubt; inactive = no such curve, though single readings can be large; an effect the other way counts as inactive or inconclusive.

Second line of a record: GLS inh, HP1b chromo inh, Pin1 inhibitor, BAZ2B inh, JMJD2A Tudor inh, G9a block, ERG-DNA inh, PGK inhibitor, PI4K2A inh
CCOC(=O)N1CCN(S(=O)(=O)c2ccc3c(c2)oc(=O)n3C)CC1
 : 3%, 27%, 0%, -4%, -3%, 7%[12.7 µM], 3%, -2%, -2
CCOc1ccc2nc(NC(=O)NC3CCCCC3)sc2c1
 : -3%, 26%, 0%, -1%, -25%, 39%[activator][12.7 µM], 15%, -1%, 1
O=C(Cc1ccc(F)cc1)Nc1ccc(Cl)cn1
 : -17%, 31%, -7%, -5%, -21%, ·, -2%, -1%, -2
COc1ccc(CNc2ncnc3c2c(-c2ccccc2)cn3-c2ccc(C)c(Cl)c2)cc1
 : 0%, 14%, 0%, -27%, -9%, -4%[59 µM], 0%, 5%, 1
Cc1cccc(-c2nnc(SCC(=O)NC3CC3)n2C)c1
 : 7%, 52%[activator], -5%, -25%, -2%, -7%, -6%, 1%, -2
O=C1NC(=S)SC1=Cc1ccccc1Cl
 : 24%, ?, 0%, ·, ?, ·, 12%, -3%, -1
CCN(CC)Cc1c(NC(=O)c2ccccc2)sc(C)c1C
 : 0%, 8%, ?, -22%, -32%, ?, 7%, -7%, 6
CCOc1ccccc1NC(=O)C(C)N1C(=O)c2ccccc2S1(=O)=O (stereo unspecified)
 : 8%, 16%, -2%, 6%, -8%, 7%, 2%, 6%, 1
COc1cccc(-c2cc(C(=O)Nc3c(C)nn(Cc4ccccc4C)c3C)no2)c1
 : -5%, 21%, 0%, -1%, -22%, 4%[59 µM], 0%, 15%, 0
Cc1nc(C)c(C(=O)C2=C(O)C(=O)N(CCCn3ccnc3)C2c2ccccc2)s1 (stereo unspecified)
 : 7%, 8%, -10%, -5%, -27%, -30%[12.7 µM], -5%, -1%, 6
CC(=O)c1ccc(NC(=O)C2Cc3ccccc3N2C(=O)c2ccccc2)cc1 (stereo unspecified)
 : -7%, 35%, -8%, 2%, -4%, 32%[59 µM], 1%, -9%, 1
O=C(NCC(=O)N1CCCC1)c1ccccc1F
 : 2%, 16%, ?, 6%, 6%, 8%, 10%, -7%, 1
CCOC(=O)C1CCCN(C2CC(=O)N(c3ccc(C)c(C)c3)C2=O)C1 (stereo unspecified)
 : 9%, 30%, -2%, 1%, -10%, -43%[59 µM], 9%, -5%, 11
Cc1c(O)nc(SCC(=O)Nc2cccc(C(F)(F)F)c2)n(-c2ccccc2)c1=O
 : 11%, -3%, -2%, -30%, -23%, 45µM*, 2%, -3%, 1
CCOc1ccc(S(=O)(=O)N2CCCCC2)cc1NC(=O)C1=COCCO1
 : 9%, 19%, 1%, 7%, -12%, ?, 3%, -6%, -4
Cc1ccccc1CSCc1nc2ccccc2[nH]1
 : 10%, 27%, 5%, 7%, -11%, 2%, 12%, -2%, -6
O=C(CNS(=O)(=O)c1ccc(Cl)cc1)N/N=C/c1ccco1
 : -8%, 4%, -6%, 1%, -12%, ·, 6%, i, -2
CCOC(=O)C1(Cc2ccccc2)CCN(Cc2cc(=O)c3ccccc3[nH]2)CC1
 : -1%, 19%, 1%, -30%, -15%, ?, 3%, -3%, 1
O=C(OCC(=O)c1ccc(S(=O)(=O)N2CCCC2)cc1)C1=COCCO1
 : -3%, 44%[activator], 1%, 15%, -19%[57.1 µM], ?, 5%, -8%, -3
O=C(Cn1nnc(-c2ccncc2)n1)Nc1ccc2c(c1)CCC2
 : 5%, 24%, 16%, 2%, -23%, 5%[59 µM], -5%, -5%, -5
O=S(=O)(NC1CCCCC1)c1ccc(N2CCOCC2)nc1
 : -12%, 40%[activator], 4%, -7%, -13%, 18%, 7%, -2%, 2
Cc1onc(NC(=O)c2ccc([N+](=O)[O-])o2)c1Br
 : 1%, 7%, -15%, -23%, -12%, ?, 1%, -2%, 2
Oc1c(N=NC(=S)Nc2ccccc2F)c2ccccc2n1Cc1cccc(Cl)c1
 : -6%, ?, 10%, 11µM*, ?, ?, -4%, 7%, -6
COc1ccc(-c2c(C)nn3c(N4CCC(C(=O)NCCN(C)C)CC4)cc(C)nc23)cc1OC
 : 11%, 5%, 3%, -27%, ?, 2%[12.7 µM], 2%, -4%, -1
CC(=O)c1sc(NCCOc2ccc(C)cc2)nc1C
 : 5%, 63%[activator], 1%, 2%, -9%, 50µM*, 4%, -1%, -19
COc1ccc(Cn2c(C3CC3)nc3ccc(NC(C)=O)cc3c2=O)cc1
 : 8%, 47%[activator], -2%, -13%, -12%, 14%[59 µM], -1%, 12%, -4
Oc1ccc(NCc2cccc(OCc3ccc(F)cc3)c2)cc1
 : 24%, ?, 3%, -35%, 40µM*, ·, ?, i, ?
Cc1ccc(C(=O)OC(C)C(=O)NC2CCCCC2)cc1S(=O)(=O)N1CCCCC1 (stereo unspecified)
 : -1%, 29%, 2%, 4%, -11%, 11%[2.33 µM], 1%, -4%, -1
CCOC(=O)c1cc2c(=O)n3ccccc3nc2n(Cc2ccco2)c1=NC(=O)c1ccc(Br)cc1
 : 1%, 7%, ?, ?, -24%, -4%[59 µM], -2%, -11%, -17
C=C1C[C@@]23CCC4[C@@](C)(CCC[C@@]4(C)C(=O)OC)C2CC[C@]1(OC(C)=O)C3 (stereo partly specified)
 : 16%, 47%[activator], 3%, -2%, -6%, 1%[0.501 µM], -5%, -2%, -2
O=[N+]([O-])c1cnc(Nc2ccc(Cl)cn2)c([N+](=O)[O-])c1
 : 0%, -13%, -7%, ?, ?, ·, 5%, -2%, 4
COCc1cc(C)nc2sc(C(=O)Nc3ccc(OC)cc3)c(N)c12
 : 0%, 51%[activator], 7%, 10%, -6%, 17%, 0%, 0%, 8
S=c1[nH]nc(Cc2cccs2)n1-c1ccccc1Cl
 : -18%, 40%[activator], 0%, 1%, 14µM*, 2.2µM*, 5%, -4%, -3
COc1ccccc1CCN=C(N)NS(=O)(=O)c1cccs1
 : 2%, 44%[activator], 0%, -7%, -3%, -2%, 9%, 0%, 0
Cc1cc(C)c(C(=O)C(C)OC(=O)Cn2cnc3c2c(=O)n(C)c(=O)n3C)cc1C (stereo unspecified)
 : 0%, 4%, -10%, 9%, -17%, -8%, 2%, 15%, 2
CCCN1CCN(S(=O)(=O)c2ccc3c(c2)CCC(=O)N3)CC1
 : 2%, 17%, 6%, -1%, -5%, 10%[12.7 µM], -5%, -2%, 2
Cc1cnc(C(=O)OCC(=O)N(C(C)C)C(C)C)cn1
 : 4%, 25%, 1%, 6%, -8%, -31%, -4%, -11%, -13
COc1ccc(NC(=S)NCCCc2ccccc2)cc1
 : 16%, 25%, -13%, -30%, ?, 13%[59 µM], 16%, ·, 5
COc1ccc(NC(=O)Nc2cccc(C)n2)cc1
 : 0%, 23%, -7%, 2%, -9%, -47%[59 µM], -1%, -1%, -1
COc1cc(/C=C2\SC(=Nc3ccccc3)N(CCc3c[nH]c4ccccc34)C2=O)ccc1OC(C)C(=O)O (stereo unspecified)
 : 25%, ?, ·, 45µM*, 56µM*, 6.3µM*, -3%, ?, 2
Cn1ccc2cc(S(=O)(=O)N3CCCN(C(=O)Nc4ccc(Br)cc4)CC3)ccc21
 : 7%, 13%[57 µM], 1%, -21%, -19%, 3%[59 µM], 1%, 0%, -1
Cc1cc(NC(C)C)n2c(nc3ccccc32)c1C#N
 : -2%, 30%, 6%, 0%, 8%, 17%, 2%, -1%, 1
Nc1c(C(=O)Nc2ccccc2)sc2nc3c(cc12)CN(Cc1ccccc1)CC3
 : 3%, 25%, 21%, -11%, -20%, ?, 3%, -10%, -3
COc1cccc(/C=C2/Oc3ccccc3N(CC(=O)NCC3CCCO3)C2=O)c1 (stereo unspecified)
 : -4%, 25%, -5%, -22%, -12%, 9%, 2%, i, 1
CCCCC(=O)OCc1cn(-c2ccc(Cl)cc2)nn1
 : -1%, 41%[activator], -3%, 15%, 32%, 49%[12.7 µM], 5%, i, 1
COc1ccc(CNC(=O)Cc2csc3nc(-c4ccc(F)cc4)cn23)cc1
 : -10%, 27%[57 µM], 20%, 4%, -6%, 6%[59 µM], 0%, -6%, 1
O=C1CCc2cc(S(=O)(=O)Nc3ccc(C(F)(F)F)cc3)cc3c2N1CC3
 : 1%, 44%[activator], -7%, -28%, -10%, -22%[0.501 µM], 6%, -5%, -7
COc1ccc(CNC(=O)COC(=O)c2ccc(OCc3c(C)noc3C)cc2)cc1OC
 : 16%, ?, 1%, 9%, ?, 2%[59 µM], 0%, 6%, -6
COc1ccc2nc(C)c(C(=O)NN)cc2c1
 : 15%, 20%, 6%, ?, -14%, 2%, -7%, i, -5
C=C(C)CN(CC)Cc1c(C(=O)N(C)CCCC)nc2ccccn12
 : 11%, 19%[57 µM], -9%, -14%, -5%, 25%, -6%, i, 2
CCn1c(=O)c(C(=O)Nc2ncccc2C)c(O)c2ccccc21
 : 17%, 33%, 4%, -3%, -4%, 8%, 0%, -9%, 8
COc1ccccc1N1CCN(C(=O)C2CCCN(S(=O)(=O)c3ccc4c(c3)CCCN4C(C)=O)C2)CC1 (stereo unspecified)
 : 1%&0%, 2%&24%[57 µM], -5%&0%, 20%[57.1 µM], ?, -22%, -2%&-6%, 9%, -2&0
COc1ccc(S(=O)(=O)Cc2ccc(C(=O)NC3CCCCCC3)o2)cc1
 : 6%, 26%, 2%, -5%, -5%, ·, -8%, -1%, -1

Not a hit list; about 11% have a hit in one of these screens.
